Screens as filed in PubChem BioAssay.
IMP-1 inh = inhibitors of Pseudomonas aeruginosa IMP-1 metallo-beta-lactamase. purified IMP-1, nitrocefin hydrolysis, epi-absorbance fluorescence. 290,000 tested, 0.45% active. inhibition, % at 5.6 µM;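 active means inhibition above the mean plus 3 SD of all compounds in the same screening run, cut at about 4.5% in these data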;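 further: 0% = IMP-1 with DMSO and 100% = DMSO wells lacking enzyme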
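system = purified recombinant IMP-1 beta-lactamase | amount = 0.2 nM IMP-1, as dispensed | medium = HEPES buffer pH 7.1 with ZnSO4 and Brij 35 | times = 25 °C, 15 min preincubation, 25 min reaction | detection = plate fluorescence quenching by hydrolysis product, ex 480/em 530 nm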
HCV NS3 hel inh = blocks Hepatitis C virus NS3 helicase unwinding. NS3 helicase DNA unwinding, Cy5 molecular beacon fluorescence. inhibition, % at 10.9 µM. 290,000 tested, 0.56% active;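 active means inhibition above the mean of all tested compounds plus 3 SD, set per campaign, cut at about 35% in these data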;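 further: 0% = DMSO wells and 100% = thioflavine S control wells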
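Control set: DMSO versus 110 µM thioflavine S; Material: NS3 helicase fragment of HCV; Measured by: Cy5 fluorescence at 0 and 60 min, beacon hairpin quenching; Read-out basis: percent inhibition from t60/t0 fluorescence ratio; Times: reaction time 60 min, 25 °C; Repeats: single replicate; Compound dosing: single dose, 10.9 µM nominal final, DMSO 0.8% final.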
CRFBP-R2 block = antagonists of CRF-binding protein/CRF-R2 receptor complex; HEK293 CRF-R2/CRF-BP, CRF-induced calcium fluorescence; inhibition, % at 11.8 µM; 350,000 tested, 0.59% active; AID 588475;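 active means inhibition of the ligand-induced calcium signal above about 50% at the single tested concentration, limit read from the data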
IDE cell inh = cellular human IDE inhibition | P14735 | HEK cells, FAbetaB cleavage, fluorescence polarization | inhibition, % at 5.59 µM | 320,000 tested, 0.41% active;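 active means percent inhibition above the average of all tested compounds plus 3 SD, set per screening campaign, cut at about 16% in these data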;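 further: IDE supplied by intact live HEK cells; FP after avidin binding of uncleaved biotin substrate so inhibition keeps polarization high; 0% = DMSO wells and 100% = 60 µM reference IDE inhibitor Ii1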
IDE act = boosts human insulin-degrading enzyme activity in HEK cells. FAbeta-B cleavage, fluorescence polarization; 0% vehicle, 100% cell-free pure enzyme wells. activation, % at 5.96 µM. 340,000 tested, 0.073% active. AID 493087;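 active means activation above the mean of all tested compounds plus 3 SD, set per screening campaign, cut at about 17% in these data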
p-CIP stab down = compounds decreasing mouse p/CIP protein stability | F442A p/CIP-EGFP cells, EGFP fluorescence, 16 h | AID 1984 | 290,000 tested, 0.01% active | decrease of EGFP signal, % at 10 µM;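 active means EGFP signal decrease of at least 30% at 10 µM or well 3 SD below plate mean, unless failing retest; inactive means the rest, including hits failing retest or dose response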; further: some compounds called inactive have numbers as strong as hits; many of its hits are not listed in these tables
Target sequence (Q05BA5 1-1403): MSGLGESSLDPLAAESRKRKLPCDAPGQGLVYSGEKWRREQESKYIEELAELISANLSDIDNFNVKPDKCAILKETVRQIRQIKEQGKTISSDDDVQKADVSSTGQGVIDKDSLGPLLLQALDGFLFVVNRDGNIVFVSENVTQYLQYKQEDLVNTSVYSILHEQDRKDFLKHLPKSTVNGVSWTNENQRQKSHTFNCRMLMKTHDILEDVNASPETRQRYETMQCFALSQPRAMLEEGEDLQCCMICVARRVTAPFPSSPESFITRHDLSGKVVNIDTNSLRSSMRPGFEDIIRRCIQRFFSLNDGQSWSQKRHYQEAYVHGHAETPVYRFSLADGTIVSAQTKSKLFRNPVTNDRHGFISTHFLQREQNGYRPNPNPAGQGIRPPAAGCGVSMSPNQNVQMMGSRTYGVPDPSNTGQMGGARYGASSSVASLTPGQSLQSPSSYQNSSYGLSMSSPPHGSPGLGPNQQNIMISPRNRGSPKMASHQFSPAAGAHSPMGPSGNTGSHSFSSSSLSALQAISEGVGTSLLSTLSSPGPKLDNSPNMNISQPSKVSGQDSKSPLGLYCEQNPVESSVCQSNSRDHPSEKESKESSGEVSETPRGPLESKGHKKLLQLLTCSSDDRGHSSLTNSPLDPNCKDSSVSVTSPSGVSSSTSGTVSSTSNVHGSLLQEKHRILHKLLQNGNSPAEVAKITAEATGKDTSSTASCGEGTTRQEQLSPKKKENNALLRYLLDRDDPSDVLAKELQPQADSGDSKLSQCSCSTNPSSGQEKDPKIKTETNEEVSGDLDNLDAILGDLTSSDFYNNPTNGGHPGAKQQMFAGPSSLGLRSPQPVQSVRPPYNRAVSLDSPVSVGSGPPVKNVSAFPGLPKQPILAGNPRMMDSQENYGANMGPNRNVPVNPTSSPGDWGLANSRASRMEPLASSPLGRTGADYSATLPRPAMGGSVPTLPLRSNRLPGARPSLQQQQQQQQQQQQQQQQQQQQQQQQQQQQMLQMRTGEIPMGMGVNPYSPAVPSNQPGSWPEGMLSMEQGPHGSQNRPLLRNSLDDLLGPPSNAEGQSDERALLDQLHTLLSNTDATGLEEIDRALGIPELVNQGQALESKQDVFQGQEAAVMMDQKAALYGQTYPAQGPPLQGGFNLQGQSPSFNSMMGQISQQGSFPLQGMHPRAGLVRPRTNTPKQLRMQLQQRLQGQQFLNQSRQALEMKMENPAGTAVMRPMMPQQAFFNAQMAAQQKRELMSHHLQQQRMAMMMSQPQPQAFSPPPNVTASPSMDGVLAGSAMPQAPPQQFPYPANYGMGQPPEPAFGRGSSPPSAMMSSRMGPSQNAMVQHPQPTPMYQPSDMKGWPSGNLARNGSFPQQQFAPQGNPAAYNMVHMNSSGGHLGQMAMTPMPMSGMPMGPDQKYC
GalR3 antag = antagonists of human GalR3; HEK293 GalR3-CNG cAMP membrane potential fluorescence; galR3 body fused to GalR1 C-terminus; inhibition, % at 3 µM; 360,000 tested, 0.44% active; AID 651719; O60755;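 active means inhibition above the screen-wide average plus 3 SD, cut at about 13% in these data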;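 further: forskolin and galanin both at EC90 stimulate the cells; cAMP rise reported by CNG channel membrane potential dye signal; 0% = forskolin plus galanin with DMSO and 100% = forskolin alone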
VIM-2 inhibitor = blocks Pseudomonas aeruginosa VIM-2 metallo-beta-lactamase | purified VIM-2, nitrocefin hydrolysis, epi-absorbance fluorescence | inhibition, % at 5.6 µM | 290,000 tested, 0.89% active;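 active means inhibition above the mean of all tested compounds plus 3 SD, cutoff set per screening run, cut at about 7.5% in these data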;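 further: red hydrolysis product quenches plate fluorescence so inhibitors raise well fluorescence; 0% = enzyme with DMSO and 100% = DMSO without enzyme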
UBC9 SUMO inh = inhibitors of human SUMOylation (UBC9); P63279; HTRF SUMOylation assay, SAE1/SAE2 + UBC9, in vitro; inhibition, % at 35 µM; 290,000 tested, 0.36% active; in the data active means inhibition above about 50%, passing the limit was not always enough; further: strong numbers were not always called active
* hit, by the source's call; . = not tested or not shown. The order is random, and some 3.2% of all compounds hit somewhere here.

Second line of a record – IMP-1 inh | HCV NS3 hel inh | CRFBP-R2 block | IDE cell inh | IDE act | p-CIP stab down | GalR3 antag | VIM-2 inhibitor | UBC9 SUMO inh
1) COc1ccc(OC)c(-c2cc(C(=O)Nc3cc(C)n(Cc4ccc(Cl)cc4)n3)no2)c1
→ 0.4 | -11 | 14 | 0 | 2 | -2 | -7 | 0.3 | -31
2) COc1ccc(OC)c(/C=N/N(CCC#N)C2=NS(=O)(=O)c3ccccc32)c1
→ -2.8 | -4 | 13 | -3 | 3 | -11 | -8 | 0.8 | 39
3) COc1ccc(-c2csc(NC(=O)CN3C(=O)C4CC=CCC4C3=O)n2)cc1 (stereo unspecified)
→ . | . | -11 | 3 | 0 | . | -7 | . | .
4) Cc1ccc(NC(=O)COC(=O)c2nn(C)cc2Cl)cc1
→ -5.1 | 2 | 4 | 11 | 4 | -12 | -10 | -2.4 | -3
5) Cc1ccc(NC(=O)Cn2c(=O)n(CCCCC(=O)NCc3ccco3)c(=O)c3ccccc32)cc1
→ -1.9 | -5 | 9 | 5 | 0 | 8 | 3 | -0.7 | 2
6) COc1ccc(OC)c(NC(=O)CN2CCC(C(=O)c3ccc(C)cc3)CC2)c1
→ -1.4 | -20 | -7 | 8 | 4 | -10 | -7 | -3.3 | 5
7) CN1C(=O)CC(N2CCN(c3ccc(Cl)cc3)CC2)C1=O (stereo unspecified)
→ -0.8 | 7 | 16 | 6 | 0 | -4 | -3 | -2.0 | -8
8) CCCN1CCN(C(=O)c2cccc3c2C(=O)N(CCOC)C3)CC1
→ -3.7 | 5 | 24 | -1 | 3 | 9 | . | 0.0 | 0
9) COc1cc(CCCN2C(=S)NC[C@H]2Cc2ccc(O)cc2)cc(OC)c1OC
→ -0.7 | -2 | 0 | -4 | 5 | -10 | -7 | -2.8 | 7
10) CCCCN(C(=O)c1cc(-c2ccncc2)nc2ccccc12)c1c(N)n(CC(C)C)c(=O)[nH]c1=O
→ . | . | 14 | 3 | 8 | . | -3 | . | .
11) O=C(N/N=C/c1ccc2c(c1)OCO2)c1sc2cc(Cl)ccc2c1Cl
→ -1.3 | 2 | -1 | 4 | 5 | -6 | 0 | -3.4 | 0
12) COc1ccc(CN=C2NC(=O)CC(C(=O)Nc3ccc(F)cc3)S2)cc1 (stereo unspecified)
→ -2.7 | 4 | 24 | -6 | -2 | -2 | -12 | -3.2 | 9
13) Cc1cc(C(F)(F)F)n2ncc(-c3cccc(Br)c3)c2n1
→ -2.1 | 6 | -16 | 0 | 3 | 0 | -2 | -3.2 | -4
14) Cc1ccc2nc(C)c(C(=O)NN=C3CCCCCC3)n2c1
→ -3.6 | -4 | 0 | 4 | 2 | -17 | 1 | -3.2 | 7
15) CN(CC(=O)Nc1ccc(F)cc1)C(=O)c1cc2c(s1)CCCCC2
→ . | . | -8 | -11 | 1 | . | -4 | . | .
16) O=C(CSc1cccc[n+]1[O-])N1CCc2ccccc21
→ -3.1 | 0 | 8 | -4 | -1 | 3 | -6 | -2.9 | -15
17) COc1cc(/C=N\NC(=O)c2ccc(=O)[nH]n2)cc(OC)c1OC
→ -0.8 | 10 | 14 | 2 | 8 | -7 | 0 | 0.1 | -1
18) Cc1c(C(=O)NCc2ccccc2)c(-c2ccccc2)nn1-c1ccccc1
→ -2.4 | 1 | 2 | 0 | 5 | -3 | -7 | -1.5 | 2
19) O=C(Cn1c(=O)[nH]c2ccsc2c1=O)NC1CCCCC1
→ -2.2 | -6 | 12 | 0 | -3 | 4 | -3 | -1.4 | 9
20) CC1(c2ccc(OC(F)F)cc2)NC(=O)N(CC(=O)Nc2ccc(Cl)cc2F)C1=O (stereo unspecified)
→ -0.4 | -9 | -48 | 0 | 6 | -13 | -9 | -1.3 | -10
21) CSc1ncc(Cl)c(C(=O)Nc2sc3c(c2C(=O)NCc2ccco2)CCCC3)n1
→ 2.0 | 4 | . | . | . | -2 | -7 | -1.2 | -2
22) CC(C)CN1C(=O)c2ccc(C(=O)Nc3ccccc3C(=O)O)cc2C1=O
→ -2.3 | 9 | -8 | 8 | 1 | -6 | -8 | -3.7 | 1
23) COc1ccc(COCC(O)CN2CCN(S(=O)(=O)c3ccc(C(C)C)cc3)CC2)cc1 (stereo unspecified)
→ . | . | 17 | 9 | -3 | . | -6 | . | .
24) O=C(NCCO)C1COc2ccccc2O1 (stereo unspecified)
→ -0.3 | 1 | 4 | 0 | -3 | -8 | -4 | -0.4 | 8
25) O=C(CCCc1ccccc1)Nc1ccnn1C1CCN(Cc2ccccc2F)CC1
→ 2.2 | -6 | -2 | 2 | 1 | -8 | 0 | -1.9 | 3
26) Cc1ccc(-n2ncc3c2CCCC3NC(=O)CCCN2CCCC2=O)cc1C (stereo unspecified)
→ -1.2 | -3 | -9 | -2 | -1 | 7 | 4 | -0.1 | 7
27) CCCCc1c(C)nc(Nc2ccc(OC)cc2)[nH]c1=O
→ -1.2 | 4 | -5 | 1 | 1 | -17 | 28* | -4.6 | 20
28) COc1ccc(-c2nc(N3CCC(C)CC3)[nH]c(=O)c2C#N)cc1
→ -4.2 | 2 | 20 | 2 | -2 | -12 | 4 | -3.5 | 6
29) CCOC(=O)c1cnc(-n2nc(C)cc2C)nc1Oc1ccc(C(=O)OC)cc1
→ -5.0 | -22 | 8 | 2 | . | -4 | -1 | -0.7 | -2
30) COCCNC(=O)C(C)Oc1ccccc1 (stereo unspecified)
→ -0.8 | 1 | -8 | 4 | 2 | 9 | -6 | -1.2 | -5
31) CN1CCC[C@@H]1CCNC(=O)c1c(-c2ccc3c(c2)OCO3)noc1-c1ccsc1
→ . | . | -4 | -2 | 0 | . | -3 | . | .
32) Cc1c(Br)c(=O)oc2c(Br)c(O)c(O)cc12
→ 1.8 | 29 | -7 | 9 | 2 | 3 | -4 | 3.0 | 6
33) N#Cc1ccccc1NCc1ccccc1
→ -3.4 | 0 | -5 | 1 | -1 | 2 | -3 | -1.1 | 22
34) CC1(c2ccccc2)NC(=O)N(CC(=O)Nc2ccc(S(N)(=O)=O)cc2)C1=O (stereo unspecified)
→ -1.0 | -1 | -14 | 1 | 2 | -2 | -10 | -1.6 | -5
35) CCOC(=O)c1nnc(-c2ccccc2)nc1N1CC(C)OC(C)C1 (stereo unspecified)
→ -0.9 | 5 | 56* | 5 | -4 | 7 | -4 | -0.5 | 5
36) Cc1[nH]nc2c1C1(C(=O)Nc3ccc([N+](=O)[O-])cc31)C(C#N)=C(N)O2 (stereo unspecified)
→ 0.4 | 0 | 15 | 1 | -1 | 9 | 0 | -2.8 | 4
37) COc1ccc(/C=C(/NC(C)=O)C(=O)O)cc1
→ -2.3 | 9 | 5 | 3 | 6 | 0 | -3 | -3.2 | 7
38) COc1ccc(CC(=O)N(C)Cc2cccc(OC)c2OC)cc1S(=O)(=O)N1CCOCC1
→ . | . | -16 | 0 | 2 | . | -1 | . | .
39) O=C(C1CCN(C2CCN(C/C=C/c3ccccc3)CC2)CC1)N1CCOCC1
→ -1.4 | 2 | -5 | -6 | -1 | -10 | 7 | -1.9 | 10
40) COc1ccc(C(=O)CSc2nnc(CC(=O)Nc3ccccc3OC)n2C)cc1
→ -2.6 | 1 | -12 | 2 | 5 | -4 | 1 | -2.6 | 3
41) C=C(C)CNC(=S)N/N=C(\C)c1cccc(NC(C)=O)c1
→ -2.2 | 12 | -9 | . | 4 | 4 | -4 | -4.3 | 19
42) CC(=O)C(/C=N/c1ncc(C(F)(F)F)cc1Cl)=C(\C)O
→ -0.9 | -2 | 21 | -2 | 4 | -3 | -3 | 0.8 | 10
43) CCC(C)[C@H](NC(=O)Nc1ccc(C)cc1C)C(=O)O (stereo partly specified)
→ -2.6 | -3 | 10 | 4 | 0 | 0 | -4 | -1.7 | 16
44) COc1ccc(/C=C(/NC(=O)c2ccccc2)C(=O)NCCCn2ccnc2)cc1OC
→ -3.9 | 0 | 9 | 5 | -2 | -8 | 2 | -2.3 | 5
45) O=C(NN1C(=O)NC2(CCCCC2)C1=O)c1cc2cc(Cl)ccc2o1
→ . | . | -5 | 0 | 0 | . | -4 | . | .
46) O=C(CCCSc1nc2ccccc2s1)NC1=NCCS1
→ -1.5 | -5 | -7 | 0 | -1 | 9 | -5 | -2.3 | 13
47) Cc1ccc(NC(=O)CN2C(=O)COc3ccc(C)cc32)nc1
→ -1.9 | 9 | -7 | 8 | -4 | -4 | -4 | -3.0 | 16
48) CCC(C)C(=O)Nc1nnc(SCC(=O)NC2CCCC2)s1 (stereo unspecified)
→ 0.1 | -8 | -6 | 6 | 5 | -12 | -8 | -0.5 | -8
49) CCOC(=O)C1(Cc2ccccc2)CCCN(C2CCN(C(C)=O)CC2)C1 (stereo unspecified)
→ -0.3 | -11 | 9 | 5 | -1 | -10 | 8 | 1.0 | 15
50) Cc1cc(C(C)(C)C)cc(C)c1COC(=O)c1cccnc1
→ -0.8 | 11 | -11 | 2 | 2 | -19 | -9 | -3.7 | -11
51) Nc1nonc1-n1nnc(C(=O)N/N=C/c2cccc(F)c2)c1-c1ccccc1
→ -3.1 | -2 | -23 | -11 | 0 | 4 | -9 | -1.9 | 2
52) O=C(O)c1ccc2c(c1)C(=O)N(Cc1ccco1)C2=O
→ -2.3 | 24 | -2 | 3 | 0 | -15 | -1 | -1.2 | 1
53) O=C(CSc1ncnc2c1cnn2-c1ccc(F)cc1)NC1CCCC1
→ -2.3 | -4 | -1 | 3 | 10 | 5 | -4 | -2.1 | 11
54) Cc1ccc(S(=O)(=O)c2cc3c(=O)n4ccccc4nc3n(CCCN3CCOCC3)c2=N)cc1C
→ -0.6 | 24 | 1 | -3 | -2 | -16 | -1 | 10* | 27
55) Cc1ccc(C)c(NC(=S)N(CCc2ccncc2)C(C)C)c1
→ -3.0 | -6 | -5 | 6 | 3 | 2 | -5 | -0.4 | 2
56) CCc1nc(SCC(=O)NNC(=O)C(C)C)c2ccccc2n1
→ -2.2 | 17 | -5 | -4 | 4 | -2 | -3 | -2.2 | 0
57) COc1ccc(CNC(=O)N2CCc3ccccc3C2)cc1
→ -3.0 | -3 | 5 | -4 | 2 | -4 | -4 | -2.9 | -10
58) CC(=O)CCc1oc2c([N+](=O)[O-])cccc2c1-c1ccc(C)o1
→ -2.9 | 16 | -9 | 4 | -6 | -6 | -5 | -3.8 | -2
59) COc1cc2c(cc1OC)CN(C(=O)C(CCSC)NS(=O)(=O)c1ccc(C)cc1)CC2 (stereo unspecified)
→ -1.8 | -6 | 4 | 2 | 0 | -4 | -8 | -1.2 | -8
60) CC(C)CNC(=O)NC(=O)COc1ncnc2sccc12
→ -1.4 | -2 | 12 | 2 | 0 | -6 | -4 | 0.4 | 18
61) COc1ccccc1-c1sc2ccccc2c1-c1ccc2c(c1)OCO2
→ -1.3 | 0 | 15 | 0 | 2 | 10 | -2 | -0.3 | -37
